# HCV inhibitor: qHTS Assay for Inhibitors of Hepatitis C Virus (HCV); Huh7.5.1 HCVcc-Cre infection, luciferase reporter, 44 h; Potency, µM (doses to about 41.8 µM), for the others: at the top dose activity change, negative = inhibition, usual class: inhibitors; 340,000 compounds, 3.4% hits; note: potency is the fitted concentration of half-maximal effect; % is set by controls: 0 for no effect and ±100 for the full control effect
#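 Cells seeded at 1,000/well and cultured 4 h, then compounds added followed by HCVcc-Cre virus (~0.5 moi). After 44 h further culture, luciferase substrate was added, plates held 15 min at room temperature, and luminescence read for 15 sec.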
# Pf growth 48h: Primary qHTS for delayed death inhibitors of the malarial parasite plastid, 48 hour incubation | 310,000 compounds, 5.9% hits | P. falciparum luciferase growth in erythrocytes, 48 h | AID 504832, 2011 | Potency, µM (series often up to 28.7 µM), inactives show at the top dose activity change, negative = inhibition, actives largely listed as inhibitors; note: potency is the fitted concentration of half-maximal effect; % is set by controls: 0 for no effect and ±100 for the full control effect
#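 Parasite viability was followed by luminescence of a genomically integrated firefly luciferase. Cultures held 0.1% parasitemia at 2% hematocrit (final), incubated under 5% CO2 at 37 C.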
# Pf growth 96h: Primary qHTS for delayed death inhibitors of the malarial parasite plastid, 96 hour incubation; P. falciparum luciferase reporter growth, 96 h; Potency, µM (doses to about 28.7 µM), for the others: at the highest dose activity change, negative = inhibition, actives largely listed as inhibitors; 320,000 compounds, 6.9% hits; AID 504834, 2011; note: potency is the fitted concentration of half-maximal effect; % is set by controls: 0 for no effect and ±100 for the full control effect
#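 Erythrocytes infected with luciferase-expressing P. falciparum were dispensed at 2% hematocrit and 0.05% parasitemia (final), then incubated with compounds 96 hours at 37 C in 5% CO2. Luminescence after detection reagent addition reported growth.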
# Shiga inhibitor: A qHTS for Small Molecule Inhibitors of Shiga Toxin; Vero cells, Shiga toxin protein synthesis inhibition reporter; inhibition, % at 38.7 µM; 290,000 compounds, 9.2% hits; in the data active = inhibition mostly above about 28%, no sharp cut-off; inactive = mostly below about 43%; note: 0% is about no effect
# LmPK inhibitor: qHTS Assay for Inhibitors of Leishmania Mexicana Pyruvate Kinase (LmPK). Q27686. 290,000 compounds, 0.37% hits. Potency, µM (titrated, usually from 57.5 µM), for the others: top-dose activity change, negative = inhibition, usual class: inhibitors. AID 1721, 2009. purified LmPK, Kinase-Glo ATP luminescence, 1 h; note: potency is the fitted concentration of half-maximal effect; % is set by controls: 0 for no effect and ±100 for the full control effect
# Target sequence (Q27686 whole entry, looked up): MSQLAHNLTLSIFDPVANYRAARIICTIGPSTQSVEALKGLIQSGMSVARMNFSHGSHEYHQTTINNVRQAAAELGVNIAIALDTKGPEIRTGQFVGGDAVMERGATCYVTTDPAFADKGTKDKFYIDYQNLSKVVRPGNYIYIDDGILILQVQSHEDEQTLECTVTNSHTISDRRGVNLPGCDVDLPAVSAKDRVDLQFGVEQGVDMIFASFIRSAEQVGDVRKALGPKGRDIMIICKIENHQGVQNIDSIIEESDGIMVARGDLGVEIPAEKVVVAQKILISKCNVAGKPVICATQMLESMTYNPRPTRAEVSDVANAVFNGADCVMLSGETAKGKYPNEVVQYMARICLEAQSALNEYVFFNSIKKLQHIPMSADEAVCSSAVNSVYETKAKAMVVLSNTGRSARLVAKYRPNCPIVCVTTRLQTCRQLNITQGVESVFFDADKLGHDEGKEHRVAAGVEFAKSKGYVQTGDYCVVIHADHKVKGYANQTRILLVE
#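 Purified LmPK (0.1 nM) converted ADP (0.1 mM) to ATP with PEP (0.5 mM) in imidazole buffer pH 7.2 with KCl and MgCl2, 1 h at room temperature. ATP was read by Kinase-Glo luminescence; data normalized to uninhibited and no-enzyme controls.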
# CHX counter: Cycloheximide Counterscreen for Small Molecule Inhibitors of Shiga Toxin | 300,000 compounds, 12% hits | AID 2314, 2010 | max response, % | cell reporter, cycloheximide protein synthesis inhibition counterscreen; in the data active = max response mostly above about 13%, no sharp cut-off; inactive = mostly below about 14%; note: read at 38.3 µM for the half of the compounds with a filed dose; 0% is about no effect
# Tb PYK inh: qHTS of Trypanosoma Brucei Inhibitors; 410,000 compounds, 0.12% hits; TbPYK enzyme, Kinase-Glo Plus ATP luminescence, 45 min; Potency, µM (doses to about 76.8 µM), inactives show top-dose activity, negative = inhibition, usual class: inhibitors; pyruvate kinase (Trypanosoma brucei), Q57TT1; note: potency is the fitted concentration of half-maximal effect; % is set by controls: 0 for no effect and ±100 for the full control effect; nearly all actives have a fitted effect of over 50% in size
#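 In this concentration-response screen, enzyme-free wells defined baseline while DMSO plates tracked drift. Each reaction combined TbPYK, substrate, compound and 130 uM ADP for 45 min at room temperature. Kinase-Glo Plus luminescence gave the signal.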
# The depositor's hits bear a star; ? = inconclusive; · = no result given; & = joins results of further samples; [ ] = dose if it differs, or a comment. Unless noted, calls come from the whole dose curve; as a rule, active = well fitted curve in the direction sought with a large enough effect; inconclusive = small, poorly fitted or top-dose-only effect, or another doubt; inactive = no such curve, though single readings can be large; an effect the other way counts as inactive or inconclusive. Hits appear at their usual frequency (roughly 24% active in at least one column).
# The first three records, to show the layout:
SMILES,HCV inhibitor,Pf growth 48h,Pf growth 96h,Shiga inhibitor,LmPK inhibitor,CHX counter,Tb PYK inh
CCN(CCCNC(=O)c1cc2c(-c3cccc(OC)c3)nn(C)c2s1)Cc1ccccc1,11µM*,2.3µM*,9%,-5,6%,0,3%
CCN(CC)S(=O)(=O)c1cccc(NC(=O)c2ccc(-n3nc(C)cc3C)cc2)c1,2.5µM*,?,?,-20,2%,-1,-4%
O=C(NCCCn1ccnc1)/C(=C\c1cccs1)NC(=O)c1ccco1,7%,3%,43%[activator],-6,3%,-4,-6%

# The whole of this part (from the top)
SMILES,HCV inhibitor,Pf growth 48h,Pf growth 96h,Shiga inhibitor,LmPK inhibitor,CHX counter,Tb PYK inh
CCN(CCCNC(=O)c1cc2c(-c3cccc(OC)c3)nn(C)c2s1)Cc1ccccc1,11µM*,2.3µM*,9%,-5,6%,0,3%
CCN(CC)S(=O)(=O)c1cccc(NC(=O)c2ccc(-n3nc(C)cc3C)cc2)c1,2.5µM*,?,?,-20,2%,-1,-4%
O=C(NCCCn1ccnc1)/C(=C\c1cccs1)NC(=O)c1ccco1,7%,3%,43%[activator],-6,3%,-4,-6%
Cn1c(SCc2ccccc2[N+](=O)[O-])nnc1-c1cccnc1,36%[activator],62%[activator],?,51*,5%,24*,2%
Cc1cccc(-c2nc3c(c(SCC(=O)N4CCOCC4)n2)Cc2c(CO)cnc(C)c2O3)c1,11µM*,5.9µM*,59%[activator],22,14%,5,7%
COc1ccc(-n2nnnc2S(=O)(=O)CC(=O)N2CCCCC2)cc1,?,·,-14%,25,5%,15,-4%
CC(Cc1ccccc1)NCc1ccccc1O (configuration not stated),6%,?,?,19,3%,-2,0%
O=C(CSc1ncnc2c1oc1ccccc12)NC1CCCCC1,8%,·,18%,-14,12%,-4,1%
O=C(COC(=O)C1CCC(=O)N1)Nc1ccccc1Br (configuration not stated),7%,12%,-11%,-11,-2%,-3,-3%
O=C(COC(=O)/C=C/c1ccccc1Cl)NC(=O)Cc1ccccc1,13%,-3%,2%,-9,1%,7,-5%
O=C(CCl)Nc1ccccc1C(=O)Nc1ccc2c(c1)OCO2,?,119%[activator],-35%,41*,8%,57*,2%
CC(/C=N/n1cnnc1)=C\c1ccco1,8%,?,2%,-5,-6%,0,0%
O=C(CCC(=O)N1CCN(S(=O)(=O)c2ccc(Cl)cc2)CC1)NCc1ccccc1,3%,-3%,-24%,-9,4%,-2,-14%
O=C(CSc1ncccc1-c1nc2ccccc2[nH]1)NCc1ccco1,17%,37%[activator],1%[5.75 µM],56*,5%,40*,-25%
CC(C)OCCCN1CC(=O)N2[C@@H](Cc3c([nH]c4ccccc34)C2(C)C)C1=O,22%,·,?,-4,1%,-1,4%
COc1ccccc1-c1noc(Cn2cc(S(=O)(=O)N3CCCC3)ccc2=O)n1,-5%,?,?,·,·,·,5%
Cc1ncc(C(=O)O)c(C(=O)O)c1N,-2%,-7%,3%,-2,-3%,-2,6%
COc1ccccc1OCC#CCSc1ncccn1,7%,0%,-12%,54,-1%,24*,2%
COc1ccc(S(=O)(=O)NC(CC(=O)N2CCC3(CC2)OCCO3)C(C)C)cc1 (configuration not stated),13%,·,-6%,-1,2%,-3,-11%
C=C1CC[C@@]2(O)[C@H]3Cc4ccc(O)c5c4[C@@]2(CCN3CC2CC2)[C@H]1O5,?,-6%&-9%,0%&12%,-9,-5%,-3,8%&2%

# Some entries already given, showing only Tb PYK inh and Pf growth 48h.
SMILES,Tb PYK inh,Pf growth 48h
O=C(COC(=O)/C=C/c1ccccc1Cl)NC(=O)Cc1ccccc1,-5%,-3%
COc1ccc(S(=O)(=O)NC(CC(=O)N2CCC3(CC2)OCCO3)C(C)C)cc1 (configuration not stated),-11%,·

# Following part:
SMILES,HCV inhibitor,Pf growth 48h,Pf growth 96h,Shiga inhibitor,LmPK inhibitor,CHX counter,Tb PYK inh
Cc1cc(C)c(NC(=O)CNC(=O)Cc2sc(C)nc2-c2ccc(F)cc2)c(C)c1,?,13µM*,?,·,·,·,3%
C=CCSc1nnc(-c2cnn(-c3ccccc3)c2-n2cccc2)n1C,9%,·,?,2,1%,-2,-16%
CC1CCCC(C)N1C(=O)COC(=O)Cn1cnc2c1c(=O)n(C)c(=O)n2C (configuration not stated),?,19%,30%[activator],·,·,·,6%
O=C(Nc1ncc2c(n1)-c1ccccc1CC2)c1cccc(Cl)c1,?,9%,28%,33*,2%,2,-1%
COc1ccccc1C(=O)Nc1c2c(nn1-c1cccc(C)c1C)CS(=O)C2 (configuration not stated),-1%,·,143%[activator],-8,-12%,1,4%
Cc1cccc(OCC(=O)NCC(c2ccco2)N2CCCC2)c1 (configuration not stated),-18%,?,?,·,·,·,-7%
CCN1CCCC1CNC(=O)c1ccc(Sc2ccc(F)cc2)c([N+](=O)[O-])c1 (configuration not stated),6.3µM*,?,?,-6,4%,-1,0%
CCc1nccn1C(=O)c1cnn2c(C(F)F)cc(-c3ccc(C)cc3)nc12,-21%,0%,1%,-25,5%,1,-2%
CCN(CC)CC(O)Cn1c(-c2cccc(Cl)c2)nc2cc(C)c(C)cc21 (configuration not stated),4%,0%,1%,45*,0%,24*,1%
COc1cc(C(=O)NCCCc2nc3ccccc3n2Cc2cc(C)ccc2C)cc(OC)c1OC,-1%,?,?,25,-2%,-4,-1%
Nc1c(Cl)cc(Cl)cc1C(=O)OCC(=O)N1CCCC1=O,5%,-23%,17%,·,·,·,0%
CC(=O)c1ccc(OCC(=O)N2CCCC(N3CCN(c4ccccc4C)CC3)C2)cc1 (configuration not stated),-30%,?,?,9,-9%,-4,-6%
CC(C)(C)CN1CCNC[C@H]1Cc1ccc(O)cc1,10%,?,64%[activator],·,·,·,1%
Cc1ccc(C)c(C(C)NC(=O)C2CCCO2)c1 (configuration not stated),1%,-2%,?,-11,-9%,-2,-17%
CC1CC(OCC(O)CN2CCN(Cc3ccccc3)CC2)CC(C)(C)C1 (configuration not stated),-9%,8%,44%[activator],-26,4%,18,-14%
O=c1nc2c(-c3ccccc3F)n[nH]n2c2ccccc12,7%,80%[activator],?,80*,-14%,20*,5%
CCOC(=O)Cc1cnc(NC(=O)CSc2nc(C)c(CC)c(=O)[nH]2)s1,?,15%,0%,-11,7%,2,2%
CCCNC(=O)c1cccc(C(F)(F)F)c1,13%,0%,0%,-21,-2%,-7,1%
O=C(CSC1=NCCS1)NC1CCCCC1,2%,34%[activator],·,1,-1%,4,-5%
Cc1ccc(C(=O)Nc2ncc(C)s2)s1,4%,90%[activator],297%[activator],42,-6%,17*,0%
CCOC(=O)CCc1c(C)c2ccc(OC(C)C(=O)OCC)c(C)c2oc1=O (configuration not stated),-2%,?,121%[activator],-2,14%,9,10%
CN(C(=O)CCl)C1CCCc2ccccc21 (configuration not stated),?,?,?,-4,1%,-4,-5%
CCOc1cc(/C=C2\SC(N)=NC2=O)ccc1O,26%,0%,?,14,-7%,4,-20%
O=C(Nc1ccon1)Nc1ccc(Cl)cc1Cl,-12%,31%[activator],37%[activator],42*,-6%,25*,5%
C/C(=N/OCC(=O)NCCCCCCNC(=O)CO/N=C(/C)c1cccs1)c1cccs1,22µM*,-21%,?,28,1%,6,0%
CN1CCC(OC(=O)c2cccc(Br)c2)CC1,-15%,·,-23%,-3,-7%,7,·
O=C(NC1CCCC1)C(=O)N(Cc1cccnc1)C(C(=O)NC1CCCC1)c1ccco1 (configuration not stated),10%,-18%,-9%,9,-2%,-2,-1%
O=C(Nc1ccccc1O)c1cccc(S(=O)(=O)N2CCOCC2)c1,-3%,-5%,-27%,-15,0%,-4,5%
COc1cccc(N/C(SCc2cccc([N+](=O)[O-])c2)=C(/C#N)C(N)=O)c1,-15%,?,1%,-19,7%,4,0%
O=C(Cn1nnc2ccccc2c1=O)N[C@@H](Cc1ccccc1)C(=O)O,2%,13%,36%[activator],13,-2%,-1,1%
O=C(NCCNC(=O)c1cnccn1)c1cccc(Cl)c1,20%,-5%,?,5,1%,-5,-1%
CN(C)c1ccc(P(=O)(OCc2ccccc2)C(O)c2ccncc2)cc1 (configuration not stated),6%,-9%,-4%,-6,1%,0,-1%
Cc1[nH]c(=O)[nH]c(=O)c1CSc1nnc([C@@H](NC(=O)OC(C)(C)C)C(C)C)o1,20%,-3%,-25%,-4,1%,-3,-26%
CC(NC(=O)/C(C#N)=C/c1cn(-c2ccccc2)nc1-c1ccc(F)cc1)c1ccccc1 (configuration not stated),-5%,?,?,-10,-4%,-6,1%
Cc1ccc(/C=C2/C(=O)NC(=O)N(CCc3ccc(F)cc3)C2=O)o1,18%,1%,-6%,-6,0%,-2,-18%
CCCC(=O)Nc1c2c(nc3ccccc13)N(c1ccccc1)CC2,-13%,-40%,?,-19,4%,-3,-2%
Cc1ccc(OCCNc2ccc(C(F)(F)F)cc2[N+](=O)[O-])cc1,10%,-10%,35%[activator],8,-2%,-2,5%
CCOc1ccccc1NC(=O)CCn1ccnc1,7%,37%[activator],33%[activator],-3,3%,1,-7%
CCS(=O)(=O)N1CCN=C1SCc1ccccc1,19%,-7%,-8%,-9,-2%,-2,-2%
COc1cccc(-c2c(C(=O)N/N=C/c3ccco3)nnn2-c2nonc2N)c1,5%,20%,4%,-5,-1%,-2,-1%
CC(=O)Nc1nc(-c2ccc3c(c2)OCO3)cs1,-25%,204%[activator],128%[activator],61*,-5%,53*,30%[activator]
S=C(NCc1ccccn1)Nc1ccc(Br)cc1Cl,2%,67%[activator],7%,44*,2%,18*,-6%
O=S1(=O)N=C(Oc2ccccc2)c2ccccc21,5%,·,-19%,-21,8%,-1,-12%
COc1ccc(OCc2n(CC(=O)OC3CC(C)CCC3C(C)C)c3ccccc3[n+]2C)cc1 (configuration not stated),?,1µM*,?,-20,4%,-8,32%
COc1nccc(C(F)(F)F)c1C(=O)Nc1ccc(Cl)cc1,-12%,39%[activator],-1%,-6,0%,-1,4%
COc1cccc(NC(=S)N2CCN(S(C)(=O)=O)CC2)c1,13%,12%,4.1µM*,-16,0%,-1,0%
N=c1c(C(=O)NC2CCCCC2)cc2c(=O)n3ccccc3nc2n1Cc1ccco1,?,3.7µM*,13%,6,-1%,-4,0%
CSc1cccc(NC(=O)C(C)Sc2ccc(C)cc2)c1 (configuration not stated),-3%,·,?,4,4%,9,1%
COc1cccc(OCC(O)CN2CCN(C)CC2)c1 (configuration not stated),27%,12%,12%,-3,-7%,-1,-16%
COc1ccc(S(=O)(=O)Nc2c3ccccc3nc(=O)n2-c2ccccc2)cc1,-1%,·,32%[activator],-1,5%,-1,-4%
C/C(=N\Nc1ccc2nncn2n1)c1ccc(Cl)s1,0%,-1%,0%,-5,1%,-1,1%
COc1ccc(C2CC(=O)Oc3ccc(C(C)(C)C)cc32)cc1 (configuration not stated),?,23%,32%[activator],-8,0%,-5&7,0%
CCOc1nc(-c2ccc(Cl)cc2)nc2ccccc12,6%,15%,21%,9,0%,-1,0%
O=C(COc1coc(CN2CCN(c3ccc(F)cc3)CC2)cc1=O)NC1CCCC1,6%,?,?,·,·,·,-3%

# Source: PubChem (National Center for Advancing Translational Sciences (NCATS))
